DSG3 Ab inh = blocks pemphigus antibody binding to human desmoglein-3. DSG3-coupled beads, scFv-anti-DSG3-GFP binding, flow cytometry; active compounds read low. P32926. AID 588358. actives 0.48% (n = 310,000). binding (percent of control), % at 10 µM;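 active = binding more than 3 SD below its plate's average and above zero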;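 note: hits lower antibody fragment binding to DSG3; some compounds called inactive have numbers as strong as hits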
CAL PDZ FP-1 = inhibitors of human CAL PDZ peptide binding. purified CAL PDZ, TMR-peptide fluorescence polarization, 1 h. inhibition, % at 24.9 µM. actives 0.92% (n = 300,000). AID 602252;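 active = mean inhibition of at least 30% with at least half of replicates also reaching 30%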;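 note: 0% = DMSO neutral control and 100% = excess unlabeled competitor peptide PRC23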
Arr AP2 block = inhibitors of human beta-arrestin and AP2 interaction; FITC-arrestin peptide / GST-AP2 beads, flow cytometry; AP2 beta2 appendage carries R879A mutation; inhibition, % at 10 µM; actives 0.31% (n = 340,000); AID 504490;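 active = inhibition above a set limit, near 3 SD of compounds lacking own fluorescence, cut at about 54% in these data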;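 note: plate controls were DMSO wells for no effect and 5 µM unlabelled arrestin peptide for full effect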
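Material – GST-tagged AP2 beta2-adaptin appendage (R879A) on 4 µm glutathione beads · Probe or stimulus – fluorescein-tagged arrestin peptide at 50 nM final · Timing – 12 min plus 1 h, RT · Detection – bead flow cytometry, FITC channel · Read-out basis – inhibition as reduced fluorescein signal on beads, percent · Medium – PBS plus Tween 20 (0.05%) and BSA (0.1%)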
NSD2 HMT inh = inhibitors of human histone methyltransferase NSD2; NSD2 peptide methylation, AlphaScreen, 120 min; O96028; actives 0.54% (n = 310,000); inhibition, % at 12.5 µM; in the data active = inhibition above about 50%
Keap1 Nrf2 FP = Keap1-Nrf2 (human) interaction inhibition | Q14145 | actives 0.15% (n = 340,000) | AID 504523 | Keap1 Kelch-Nrf2 peptide fluorescence polarization, 1536-well | inhibition, % at 9.4 µM; in the data active = inhibition above about 12%;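 note: human Keap1 Kelch domain with fluorescein labeled Nrf2 9mer peptide probe; 0% = neutral control wells and 100% = peptide positive control; higher means more block of Keap1 binding to Nrf2 peptide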
DAGLB inhibitor = blocks human DAGLB lipase activity. actives 0.059% (n = 340,000). AID 504411. inhibition, % at 5.17 µM. HEK293T DAGLB membrane lysate, EnzChek fluorogenic substrate. Q8NCG7; in the data active = inhibition above about 34%;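 note: 0% = enzyme with vehicle and 100% = wells lacking enzyme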
CAL PDZ FP-2 = blocks peptide binding to human CAL PDZ domain | actives 0.02% (n = 330,000) | purified CAL PDZ, TMR-peptide fluorescence polarization, 1 h | inhibition, % at 20 µM | Q9HD26 | AID 504414;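 active = highest replicate inhibition of at least 40%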;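 note: plate controls were DMSO neutral control wells for no effect and unlabeled competitor peptide control wells for full effect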
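material = purified tagged CAL PDZ domain construct (CerCALP) | buffer or medium = sodium phosphate/NaCl buffer pH 7.4 with TCEP, IgG, Thesit | reagent = TMR-labelled reporter peptide T*-PRC34 bound in PDZ groove | incubation = 1 h room-temperature incubation prior to read | measured by = fluorescence polarization (mP) | evaluation = percent inhibition from loss of millipolarization | control set = unlabelled peptide and DMSO controls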
Cardiac RTF inh = cardiac RTF calcium desensitization | P19429+P45379 | AID 493244 | inhibition, % at 7.15 µM | actives 0.12% (n = 340,000) | IANBD-labeled cardiac RTF, Ca2+ fluorescence;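 active = inhibition above the mean inhibition of all tested compounds plus 3 SD, cut at about 17% in these data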;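 note: assay run at fixed EC70 calcium of 1.6 mM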
LANA DNA inh = inhibitors of KSHV LANA C-terminal domain DNA binding. actives 0.078% (n = 340,000). AID 504423. inhibition, % at 9 µM. MBP-C-LANA/FAM-LBS DNA binding, fluorescence polarization;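 active = highest replicate inhibition at or above 60% at 9 µM, even if other replicates fall short; inactive = all replicates below 60% inhibition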;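 note: 0% = neutral control wells and 100% = 4 µM acridine orange control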
V-ATPase pH = yeast V-ATPase proton transport regulation by pHLuorin; actives 0.37% (n = 350,000); S. cerevisiae, pHLuorin cytosolic pH fluorescence; response, % at 10 µM; AID 504577; in the data active = response mostly above about 7.3%, no sharp cut-off; inactive = mostly below about 5.4%; note: actives read high; inactives centre near 0; some compounds called inactive have numbers as strong as hits
Active calls of the source: *; nt = no result given. This is a subset, so the mix of outcomes need not match the whole.

SMILES	DSG3 Ab inh	CAL PDZ FP-1	Arr AP2 block	NSD2 HMT inh	Keap1 Nrf2 FP	DAGLB inhibitor	CAL PDZ FP-2	Cardiac RTF inh	LANA DNA inh	V-ATPase pH
Cn1c2c(c(=O)n(C)c1=O)C(c1ccc(C(F)(F)F)cc1)CC(=O)N2 (configuration not stated)	106	-4	20	nt	0	-2	0.9	-4	1.2	1
COc1ccc(OCC(=O)Nc2ccc(S(=O)(=O)N3CCCC3)cc2)cc1	106	-3	9	-2	-4	-3	-1.8	7	-5.5	-4
CC(OC(=O)c1cccc(-n2cnnn2)c1)C(=O)Nc1ccc(F)cc1Cl (configuration not stated)	101	-6	-18	-7	-2	2	-2.4	-6	1.2	4
COc1ccccc1OCc1nc2ccccc2n1C	96	-1	11	-1	-2	-4	-1.2	-8	-2.1	5
COc1ccc(OCc2cc(C(=O)N(C)Cc3cc(C)no3)no2)c(Cl)c1	123	-3	-6	-8	1	-1	-3.3	0	-1.2	0
Fc1cccc(NC(=S)NCc2ccccc2Cl)c1	nt	-1	-15	-3	4	-2	-0.9	-4	-0.5	-1
CCNC(=O)NC(=O)C(C)OC(=O)c1cc(S(=O)(=O)N2CCCCCC2)ccc1OC (configuration not stated)	102	-3	23	-2	-1	-3	0.8	0	2.7	4
Cc1nn(CC#N)c(=O)n1-c1ccc(C(C)C)cc1	nt	4	16	-2	2	1	-0.5	5	-1.0	-3
Cc1ccc(S(=O)(=O)N/N=C\c2ccc(Cl)c([N+](=O)[O-])c2)cc1	104	-3	-2	10	-6	-2	-1.8	3	2.4	4
CCC(=O)OC1(C(C)=O)CCC2C3CCC4=CC(=O)CCC4(C)C3CCC21C (configuration not stated)	116	0	23	-6	-5	-3	-1.3	-8	-0.1	0
Cc1cc(Cl)c(OCCCn2cncn2)c(Br)c1	95	-11	-14	-3	-1	-5	-2.0	-2	-0.1	5
COc1ccc(NC(=O)COC(=O)CCCC2=NS(=O)(=O)c3ccccc3N2)cc1Cl	nt	-3	20	0	-3	0	-2.8	-2	-0.6	-5
CSc1nnc(NC(=O)c2ccc(S(=O)(=O)N3CCOCC3)cc2)s1	110	-3	-10	-3	-6	1	-1.1	3	-1.4	5
CCOC(=O)c1c(C)n(-c2ccc(C)cc2)c2ccc(OCC(O)CNCC3CCCO3)cc12 (configuration not stated)	110	nt	-15	nt	-1	0	-2.2	4	-0.4	-6
O=C(Cn1cc(C(F)(F)F)ccc1=O)Nc1ccccc1	91	-4	33	-2	1	-1	-2.5	12	0.3	-3
CC(Oc1ccccc1)C(=O)Nc1ccc(NC(=O)c2ccccc2)cc1 (configuration not stated)	95	-1	0	-2	1	3	-1.7	-1	-2.1	-1
COc1ccc(C(=O)NCC(=O)N/N=C/c2cccnc2)cc1OC	nt	-1	19	0	0	2	-0.9	-10	0.2	-5
O=[N+]([O-])c1cc(Cl)ccc1N1CCN(c2cccc(C(F)(F)F)c2)CC1	107	-4	1	0	6	2	-1.1	-4	-4.0	-4
COc1ccc(CNC(=O)C2CCCN(S(=O)(=O)c3c(C)n[nH]c3C)C2)cc1 (configuration not stated)	107	-2	-2	-2	-2	-3	-2.5	-9	0.9	6
CC(C)(C)C(=O)Nc1ccc(-c2cc3cc(Cl)ccc3o2)cc1	111	-4	-18	-2	-3	-2	-0.7	-13	0.9	0
CC12CC3(C)CC(C)(C1)CC(NC(=O)N1CCCC1)(C2)C3	101	-3	10	3	5	-10	-0.7	-6	-1.3	-2
Cc1nnc(NC(=O)c2ccco2)s1	96	nt	8	nt	-6	0	-0.1	-2	0.5	-2
C/C(N)=C(/C#N)C(=O)COC(=O)c1ccc(O)cc1	92	0	-5	0	-8	0	-2.5	-14	0.6	0
CNC(=O)c1c(NC(=O)c2ccc(S(=O)(=O)N3CC(C)OC(C)C3)cc2)sc2c1CCN(C(C)C)C2 (configuration not stated)	114	-1	-9	1	-2	-3	-2.4	-4	-1.3	2

Three entries out of the list above, sorted by the value under CAL PDZ FP-1, descending:
| mol | CAL PDZ FP-1 |
| --- | --- |
| CNC(=O)c1c(NC(=O)c2ccc(S(=O)(=O)N3CC(C)OC(C)C3)cc2)sc2c1CCN(C(C)C)C2 (configuration not stated) | -1 |
| CC12CC3(C)CC(C)(C1)CC(NC(=O)N1CCCC1)(C2)C3 | -3 |
| CC(C)(C)C(=O)Nc1ccc(-c2cc3cc(Cl)ccc3o2)cc1 | -4 |

Additional records follow:
SMILES	DSG3 Ab inh	CAL PDZ FP-1	Arr AP2 block	NSD2 HMT inh	Keap1 Nrf2 FP	DAGLB inhibitor	CAL PDZ FP-2	Cardiac RTF inh	LANA DNA inh	V-ATPase pH
O=C(Cc1nnc(NC(=O)c2ccccc2)s1)N/N=C\c1ccc(O)c(O)c1	94	-4	9	68*	2	2	-10	5	0.2	0
Cc1nc2scc(C)n2c(=O)c1S(=O)(=O)Nc1ccc(F)cc1	96	-6	29	-2	-3	0	-3.3	-19	1.6	0
O=[N+]([O-])c1ccccc1S(=O)(=O)Nc1ccc(-c2ccc3nncn3n2)cc1	103	-3	6	3	-3	-1	-3.0	-3	-2.7	0
O=C(COC(=O)c1ncc(Cl)c(Cl)c1Cl)NC1CCS(=O)(=O)C1 (configuration not stated)	103	1	-15	1	-1	-3	-2.3	-4	1.5	0
CCNc1nc(SC(C)C(=O)Nc2ccccc2)nc(N(C)C)n1 (configuration not stated)	114	2	5	-3	-3	-4	-3.4	-2	-0.6	-2
Cc1ccc(/C=N/NC(=O)c2ccc3nc[nH]c3c2)o1	104	-1	6	0	-3	-2	-6.1	-18	2.8	2
CCn1c(C)c(C(C)=O)c(N2CCN(C(c3ccccc3)c3ccccc3)CC2)nc1=S	116	-1	-3	5	-9	0	-1.6	7	0.3	nt
COc1ccc(NC(=O)c2cccc(Cl)c2)c[n+]1[O-]	102	-5	19	-2	0	-1	-2.0	-4	-0.2	0
O=[N+]([O-])c1cc(C(F)(F)F)ccc1N1CCN(CCO)CC1	97	5	-3	0	-2	0	18	1	2.0	1
Cc1cc(C)n(-c2nc(SCC(=O)N3CCCC3)c3c4c(sc3n2)CCCC4)n1	108	-3	0	1	-2	0	-2.9	-8	-2.4	2
O=C(O)c1cc(-c2ccc(Cl)cc2)n(-c2ccccc2)n1	102	-6	-2	6	0	-1	-2.0	-4	0.2	-1
O=C(CN1C(=O)/C(=C\c2ccc(C(F)(F)F)cc2)Sc2ccccc21)NCc1ccco1	126	-3	10	-2	-2	-9	-3.0	13	-0.3	0
CC(C)C[C@H](NC(=O)c1nc[nH]c1C(=O)NCCCCCNC(=O)OC(C)(C)C)C(=O)OC(C)(C)C	106	-7	6	nt	0	-3	-0.3	-4	0.4	4
CCOc1ccccc1N(CC(=O)NCCSc1ccccc1)S(C)(=O)=O	81	0	-11	-1	-3	-1	-2.5	-3	-0.3	0
C=CCNC(=O)c1cn(CC)c2cc(N3CCN(C(=O)c4ccco4)CC3)c(F)cc2c1=O	90	-3	13	3	-2	0	-3.9	-4	nt	-6
COc1cccc(CN(C(=O)c2cccc(OC)c2)C2CCS(=O)(=O)C2)c1 (configuration not stated)	100	nt	-15	nt	2	-1	-0.5	-3	0.4	1
Cc1c(Br)c([N+](=O)[O-])nn1CC(=O)Nc1sc2c(c1C(=O)OC(C)C)CCC(C)C2 (configuration not stated)	119	nt	-3	-4	-4	0	-0.1	-5	-0.7	2
COc1ccc(CCNC(=O)CC(C)S(=O)(=O)c2ccc3c(c2)NC(=O)CO3)cc1OC (configuration not stated)	nt	0	-12	0	-1	-3	-0.9	-10	-0.1	0
CC(C)C[C@H](NC(=O)N1CC(=O)Nc2ccccc21)C(=O)N[C@@H](C(=O)O)c1ccccc1	97	-3	-3	-3	1	1	-2.9	-14	-1.0	-1
CC1CCCC12NC(=O)NC2=O (configuration not stated)	nt	-3	1	-6	0	0	0.1	6	-0.5	-1
CC(C)c1ccc(/C=C2\SC(=O)N(CC(=O)NCCCn3ccnc3)C2=O)cc1	111	-4	1	6	-2	-2	-4.6	-4	1.7	-2
C[C@@H](NCCCn1cnc2c(OCc3ccccc3)ncnc21)c1cccc2ccccc12	103	-4	62*	nt	0	1	0.5	-11	0.7	3
CCC(C(=O)Nc1c[nH]c(=O)[nH]c1=O)c1ccccc1 (configuration not stated)	103	-7	4	-2	-2	-1	-1.2	7	1.2	1
CC(Oc1ccc(C(C)(C)C)cc1)C(=O)NC1CC(C)(C)NC(C)(C)C1 (configuration not stated)	nt	nt	20	0	-5	0	0.6	0	-0.9	1
Cc1cc(C(=O)CN2C(=O)C(=O)N(Cc3ccccc3)C2=O)c(C)n1Cc1ccccc1	107	nt	3	-2	-7	-4	-0.7	2	-0.5	0
O=C(CCCC(=O)c1ccc(F)cc1)c1ccc(F)cc1	109	-7	19	-6	6	-11	-1.0	-1	0.5	8
COc1cc2c(cc1OC)C(c1ccccc1Cl)N(C)CC2 (configuration not stated)	101	-4	30	-3	3	-1	-2.1	-1	-0.4	2
NC(=O)c1sc2nc3c(c(-c4ccco4)c2c1N)CCC3	110	-7	7	11	-1	0	-1.4	4	0.5	-2
Cc1c(SCCO)c(=O)[nH]c2cc3c(cc12)OCO3	105	-1	3	-2	3	1	-0.3	-2	3.9	3
COCCN1C(=O)C(=O)/C(=C(/O)c2ccc(C)cc2)C1c1ccccn1 (configuration not stated)	107	-1	-5	-4	-4	-1	-7.0	-2	-1.5	-3
O=[N+]([O-])c1ccc(S(=O)(=O)Nc2nc3ccccc3nc2Nc2ccccc2)cc1	102	4	12	0	-2	nt	-0.6	nt	-0.7	2
CCOC(=O)CC1(NC(=O)c2cc(COc3c(F)cccc3F)on2)CCCCC1	130	-3	1	-15	2	-8	-2.8	0	-0.4	3
CC1CCCCC1NC(=O)CN(C)S(=O)(=O)c1cccc2nsnc12 (configuration not stated)	95	0	-16	2	4	-1	-0.7	0	0.5	4
COc1ccc(/C=N/NC(=O)CN2CCN(Cc3ccccc3)CC2)cc1Br	nt	-5	-15	-6	1	1	-1.1	5	-0.8	-2
COc1cccc(-c2nc3ccc([N+](=O)[O-])cc3o2)c1	100	0	4	2	-5	-1	0.3	-27	0.7	3
c1ccc(N2CCOCC2)c(Nc2nc3ccccc3n3cnnc23)c1	96	-6	23	nt	-3	1	-0.3	-8	-1.6	0
CCC/C(=N\NC(=O)c1ccccc1C)c1ccccc1	102	12	11	-1	-1	-2	-0.9	-2	0.6	-1

Marked active in Arr AP2 block, of those listed so far:
molecule	DSG3 Ab inh	CAL PDZ FP-1	Arr AP2 block	NSD2 HMT inh	Keap1 Nrf2 FP	DAGLB inhibitor	CAL PDZ FP-2	LANA DNA inh	V-ATPase pH
C[C@@H](NCCCn1cnc2c(OCc3ccccc3)ncnc21)c1cccc2ccccc12	103	-4	62*	nt	0	1	0.5	0.7	3
